CHRM5 antagonist = antagonists of human muscarinic M5 receptor (CHRM5). P08912. CHO-hM5 cells, Fluo-8 calcium fluorescence, ACh EC80. inhibition, % at 3 µM. actives 0.59% (n = 360,000). AID 624040;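 active = inhibition above a per-plate cutoff, the mean of that plate's test compounds plus 3 SD, cut at about 27% in these data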;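 note: 0% = acetylcholine EC80 with DMSO and 100% = DMSO without agonist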
Target sequence (P08912 whole entry, looked up): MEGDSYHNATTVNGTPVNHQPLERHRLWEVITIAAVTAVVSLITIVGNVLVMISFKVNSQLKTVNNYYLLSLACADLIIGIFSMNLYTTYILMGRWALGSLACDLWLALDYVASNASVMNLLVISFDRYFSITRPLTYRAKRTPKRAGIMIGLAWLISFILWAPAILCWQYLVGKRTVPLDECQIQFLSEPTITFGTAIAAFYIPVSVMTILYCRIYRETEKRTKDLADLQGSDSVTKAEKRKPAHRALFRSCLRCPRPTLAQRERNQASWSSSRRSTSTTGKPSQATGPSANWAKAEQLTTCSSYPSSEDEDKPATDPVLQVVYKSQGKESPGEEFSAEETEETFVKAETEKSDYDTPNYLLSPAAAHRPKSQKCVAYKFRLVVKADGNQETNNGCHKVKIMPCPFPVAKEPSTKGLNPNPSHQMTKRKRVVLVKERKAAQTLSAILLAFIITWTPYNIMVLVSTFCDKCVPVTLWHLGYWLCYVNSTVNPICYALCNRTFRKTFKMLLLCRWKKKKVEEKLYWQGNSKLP
M4 PAM = CHRM4 positive allosteric modulation | activation, % at 3 µM | CHO-K1 hM4/Gqi5, Fluo-8 calcium fluorescence, ACh EC20; 0% = ACh EC20, 100% = maximal ACh | P08173 | actives 0.4% (n = 360,000);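 active = activation above its plate's cutoff, the mean activation of sample wells plus 3 SD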; note: some results filed as inactive read as strong as hits
Target sequence (P08173 whole entry, looked up): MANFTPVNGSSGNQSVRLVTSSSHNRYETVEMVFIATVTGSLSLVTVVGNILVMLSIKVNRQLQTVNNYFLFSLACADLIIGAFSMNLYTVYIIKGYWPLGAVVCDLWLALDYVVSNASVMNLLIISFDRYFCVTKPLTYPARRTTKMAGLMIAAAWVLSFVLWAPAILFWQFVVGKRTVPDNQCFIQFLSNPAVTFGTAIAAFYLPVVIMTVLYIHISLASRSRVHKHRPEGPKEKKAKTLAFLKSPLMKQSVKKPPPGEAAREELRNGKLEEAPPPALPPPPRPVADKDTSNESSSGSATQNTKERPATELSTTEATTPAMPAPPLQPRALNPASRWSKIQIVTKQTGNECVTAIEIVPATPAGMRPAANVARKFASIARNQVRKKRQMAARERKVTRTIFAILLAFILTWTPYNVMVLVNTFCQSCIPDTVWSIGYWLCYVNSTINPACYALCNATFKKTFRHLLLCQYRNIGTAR
CHRM4 antagonist = antagonists of human muscarinic M4 receptor (CHRM4) | CHO-hM4 cells, ACh EC80, Fluo-8 calcium fluorescence | actives 0.73% (n = 360,000) | inhibition, % at 3 µM | AID 624125 | P08173;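 active = inhibition above its plate's cutoff, the mean inhibition of sample wells plus 3 SD, cut at about 27% in these data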;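 note: 0% = acetylcholine EC80 with DMSO and 100% = DMSO without agonist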
M1 PAM parental = counter-screen for M1 PAMs: effect in parental CHO-K1 cells; actives 0.02% (n = 360,000); activation, % at 3 µM; ATP EC20, Fluo-8 calcium fluorescence; 0% at ATP EC20, 100% at ATP max;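 active = activation above the run cutoff, the mean activation of all test compounds plus 3 SD, cut at about 40% in these data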;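 note: peak over basal fluorescence ratio in a 140 s read after ATP addition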
M1 ag parental = counter-screen for M1 agonists: effect in parental CHO-K1 cells. activation, % at 3 µM. Fluo-8 calcium fluorescence; scaled to maximal ATP response, vehicle zero. actives 0.48% (n = 360,000). AID 602248; in the data active = activation above about 15%;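 note: untransfected CHO-K1 host cells lacking M1 receptor as counterscreen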
M4 ag = CHRM4 agonism in calcium assay | P08173 | CHO-K1 hM4/Gqi5, Fluo-8 calcium fluorescence; vehicle 0%, full acetylcholine response 100% | activation, % at 3 µM | actives 0.14% (n = 360,000) | AID 624127;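 active = activation above the run mean over all test wells plus 3 SD, cut at about 32% in these data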;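 note: peak over basal fluorescence ratio per well then scaled between controls; 0% = DMSO wells and 100% = acetylcholine at EC100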
CHO-K1 Ca antag = nonselective inhibitor or artifact in parental CHO-K1 cells | ATP-induced calcium, Fluo-8 fluorescence | inhibition, % at 3 µM | actives 0.6% (n = 360,000) | AID 602250;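 active = inhibition above a per-plate cutoff, the plate's mean sample inhibition plus 3 SD, cut at about 24% in these data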;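 note: 0% = DMSO plus EC80 ATP and 100% = DMSO alone without ATP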
CHRM5 PAM = potentiates acetylcholine response at human M5 receptor; P08912; CHO-K1 hM5, Fluo-8 calcium, ACh EC20 PAM; 0% = ACh EC20, 100% = ACh EC100; activation, % at 3 µM; actives 0.3% (n = 360,000);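 active = activation above the run cutoff, the mean activation of all test compounds plus 3 SD, cut at about 18% in these data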
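Measured by: Fluo-8 calcium fluorescence; material: human M5 receptor in CHO-K1 cells; schedule: Post-acetylcholine fluorescence recording 140 s; benchmarks: low control EC20 acetylcholine (0%), high control EC100 acetylcholine (100%); read-out: Max/basal fluorescence ratio as % of EC20–EC100 ACh window; compound: single dose, 3 µM nominal final test concentration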
M5 ag = agonists of human muscarinic M5 receptor (CHRM5); P08912; CHO-K1 hM5 cells, Fluo-8 calcium fluorescence; 0% DMSO wells, 100% maximal acetylcholine response; activation, % at 3 µM; actives 0.19% (n = 360,000); AID 624037;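 active = activation above the run's mean over test compounds plus 3 SD, cut at about 23% in these data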;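 note: signal is peak over basal fluorescence ratio across the kinetic read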
Numbers without * were called inactive; nt = not tested or not shown.

molecule	CHRM5 antagonist	M4 PAM	CHRM5 PAM	M5 ag	M1 PAM parental	CHO-K1 Ca antag	M1 ag parental	CHRM4 antagonist	M4 ag
Cc1cc(OCC(=O)NC2CCN(Cc3ccccc3)CC2)c2c(C)c(C)c(=O)oc2c1	19	-8	-4	-4	-14	-1	0.3	-13	1
COc1cc(C(=O)Nc2cccc(NC(=O)c3ccccc3)c2)cc(OC)c1OC	30*	-11	-25	-7	0	6	4.3	-3	14
CC(=O)Nc1ccc(SCC(=O)c2cc(C)ccc2C)cc1	-1	0	1	0	1	-8	2.0	-18	3
Cc1c(C(=O)N(CCc2ccccc2)Cc2ccccc2)cccc1[N+](=O)[O-]	-1	-3	1	-5	11	0	0.5	-10	3
Cc1ccc(C(=O)NCCNC(=O)CN2CCOCC2)cc1	2	5	1	1	9	-1	0.3	4	1
O=C(N/N=C/c1ccccc1O)NC12CC3CC(CC(C3)C1)C2	1	4	2	-2	-9	-13	5.2	-15	2
COCCn1cnnc1SCC(=O)Nc1sccc1C(N)=O	-2	0	15	2	8	-19	0.2	4	0
O=S(=O)(NCCc1ccccc1)c1ccc(F)cc1	8	-3	-2	-7	-9	-1	-0.4	3	0
COc1cccc(CN(C)CC(=O)Nc2sc3c(c2C#N)CCC3)c1	4	-1	5	3	5	-10	2.1	-2	1
Cc1nc(/C=[N+](\[O-])C(C)(C)/C=N/O)n(O)c1C	-8	1	5	-1	-10	-6	-0.1	-6	-1
Cn1c(CN(O)S(=O)(=O)c2ccc(Cl)cc2)nnc1C(F)(F)F	-4	4	1	-2	13	0	0.0	-5	1
O=C1CN(C(=O)COC(=O)c2cc(S(=O)(=O)N3CCOCC3)ccc2Cl)c2ccccc2N1	12	-1	4	3	-9	-3	-0.3	-8	1
CC(Sc1ccsc1[N+](=O)[O-])C(=O)N1CCN(c2ccccn2)CC1 (centres undefined)	15	-2	-11	-5	14	-18	4.3	-5	7
CC(O)(CC(=O)CC(=O)c1ccccc1)c1ccccc1 (centres undefined)	13	-1	-1	1	-10	2	-0.1	-5	1
Cc1c(C(=O)Nc2cc(S(=O)(=O)N3CCOCC3)ccc2N2CCN(C)CC2)oc2ccccc12	3	0	-2	0	-1	-13	1.0	8	6
COc1ccc(CCCc2nnc(SCC(=O)Nc3ccccc3F)o2)cc1	11	5	-4	-1	20	1	1.4	1	4
CCN(CC)S(=O)(=O)c1ccc2[nH]c(=O)cc(C(=O)NCc3ccccc3)c2c1	7	11	-4	-2	17	-19	0.2	2	1
C[C@@]12C(=O)Nc3cc(F)c(F)cc3C(=O)N1[C@H]1c3ccccc3OC[C@@H]1[C@@H]2c1ccccc1	23	-15	-38	-4	8	-16	0.7	71*	2
COc1ccc(C(=O)Nc2ccc(NC(=O)c3cccs3)cc2)cc1[N+](=O)[O-]	16	0	-10	-1	-13	14	0.6	2	1
Cc1cc(C(=O)Nc2ccc3c(c2)OCCO3)c(C)o1	0	-3	-1	-2	17	-11	0.4	-2	1

Continued.
molecule	CHRM5 antagonist	M4 PAM	CHRM5 PAM	M5 ag	M1 PAM parental	CHO-K1 Ca antag	M1 ag parental	CHRM4 antagonist	M4 ag
CC[C@H](C)[C@@H](C(=O)NCCCCCCCCCCC(=O)N1CCN(C(=O)OC(C)(C)C)CC1)n1cc(CCCCCNC(=O)OC(C)(C)C)nn1	23	-11	-26	3	10	-7	5.9	15	13
COC(=O)c1cc(N/C(N)=N/c2nc(C)cc(C)n2)cc(C(=O)OC)c1	-4	10	5	-2	16	-10	0.2	-18	1
O=C(CSCc1ccc(Br)cc1)NCc1ccccn1	9	-3	5	1	12	-14	0.6	0	0
CCOC(=O)C1(Cc2cccc(OC)c2)CCN(CC2CC=CCC2)CC1 (centres undefined)	0	-10	-4	-8	21	-13	5.8	2	4
O=C(CSc1nc2nc3c(cc2c(=O)n1-c1ccccc1)CCCC3)Nc1ccccc1	-2	-1	-1	0	9	-4	0.9	5	1
COC(=O)C1C(=O)C=C(N2CCOCC2)CC1(C)C (centres undefined)	-1	8	8	-1	19	-12	2.3	10	0
COC(=O)C[C@@H]1CC[C@H](NC(=O)c2cnccn2)[C@@H](CO)O1	-8	-3	2	2	nt	nt	nt	-11	1
N#C/C(=C1/CCCCCN1)c1nc2ccccc2[nH]1	6	5	-5	-6	-4	5	0.5	5	3
Cc1ccc(OC(=O)c2cccc(C(=O)Oc3ccc(C)cc3)n2)cc1	-11	3	8	2	3	-1	0.0	-8	1
O=C(Cc1cccs1)NCc1ccco1	0	9	5	-6	22	-1	2.1	-2	1
COc1ccc(N2CCN(/C(=N\S(=O)(=O)c3ccc(C)cc3)Nc3nc(C)cc(C)n3)CC2)cc1	5	3	2	-2	22	-15	0.4	-3	0
COc1ccc(NC(=O)c2nnn(CC(=O)Nc3ccc4c(c3)OCO4)c2N)c(OC)c1	2	4	-6	-7	10	-18	-0.4	4	0
CCOC(=O)NC(=O)/C(N=Nc1ccc(C(F)(F)F)cc1)=C(\C)O	0	5	5	-6	27	-20	0.3	-5	0
Cn1c(CCCNC(=O)c2cccs2)nc2ccccc21	11	2	-3	-1	13	-5	0.5	-3	1
CC(=O)Nc1ccc(S(=O)(=O)N2CCC(N(C)CCC(C)C)CC2)cc1	-1	-4	-3	-2	14	-16	0.4	4	0
COC(=O)c1c(NC(=O)CN2C(=O)NC3(CCC(C)CC3)C2=O)sc2c1CCC2 (centres undefined)	-1	12	8	2	-5	-12	-0.9	-11	1
COc1ccc(Cl)cc1NC(=S)N1CC(C)OC(C)C1 (centres undefined)	3	-1	-4	-3	-2	-7	0.7	-5	1
COc1cccc(/C=N/NC(=O)c2c(C)nc3ccc(Br)cn23)c1O	9	0	-7	1	-1	12	1.3	-2	2
COc1ccc(CNC(=O)C2CCCN(C(=O)Nc3ccc(OC)cc3)C2)cc1 (centres undefined)	-10	4	2	-3	6	-22	1.9	-25	4
Cn1nnnc1SCC(=O)Nc1ccc(Cl)c(S(=O)(=O)N2CCOCC2)c1	6	1	1	1	16	-18	2.2	-3	1

Carrying on.
molecule	CHRM5 antagonist	M4 PAM	CHRM5 PAM	M5 ag	M1 PAM parental	CHO-K1 Ca antag	M1 ag parental	CHRM4 antagonist	M4 ag
CN1CCN(c2ccc(C(=O)c3ccccc3)cc2[N+](=O)[O-])CC1	3	-7	-4	-4	7	-1	1.5	-3	3
Cc1cc2nc(CCN(Cc3cccnc3)C(=S)Nc3ccc(F)cc3)[nH]c2cc1C	-4	3	-2	0	2	-19	1.3	-4	1
COc1cccc2cc(-c3nnc(-c4ccccc4)o3)c(=O)oc12	6	12	4	-1	-4	3	0.0	-5	1
COCCn1nnnc1C(c1cc2cc(OC)ccc2[nH]c1=O)N1CCC(Cc2ccccc2)CC1 (centres undefined)	0	-3	1	0	6	2	0.7	11	1
CCOC(=O)C1(Cc2ccccc2C(F)(F)F)CCN(C(C)CSC)CC1 (centres undefined)	5	2	1	-1	19	-3	1.5	-6	2
COc1ccccc1NC(=O)NCC1CC1(Cl)Cl (centres undefined)	-4	10	-2	-5	4	-10	0.7	-20	3
CCOc1ccc(-c2nnc(SCC(=O)Nc3ccc4c(c3)c3ccccc3n4CC)n2N)cc1	5	-4	2	2	-1	4	-0.1	10	0
COc1ccc(NC(=O)CCCCn2c(=O)[nH]c3ccccc3c2=O)cc1	-4	-4	-4	2	-5	10	0.6	6	1
CCOC(=O)c1ccc(NC(=S)N2CCN(S(C)(=O)=O)CC2)cc1	10	16	-2	0	-5	6	0.1	2	1
CC(C)[C@H](CO)Nc1nc(Nc2ccc(Cl)c(C(=O)O)c2)c2ncn(C(C)C)c2n1	11	9	2	0	5	-7	0.1	-9	0
S=c1[nH]nc(C2CCCCC2)n1/N=C/c1ccc(Cl)cc1	-4	3	11	-1	-18	11	-1.0	-7	1
Cc1cc(NS(=O)(=O)c2ccc(Nc3nc(-c4ccc(C)c(C)c4)cs3)cc2)no1	-1	-7	-1	21	-2	13	-0.7	13	-2
CCOc1ccc(C(=O)N/N=C(/C)C2C(=O)c3ccccc3C2=O)cc1	8	-1	-6	1	3	-1	0.0	-8	1
CCN(CC(=O)N1CCOCC1)S(=O)(=O)c1ccc(C)cc1	-7	0	-2	-3	16	-16	0.2	-2	0
NC(=O)C1CCN(C(=O)Nc2csc3ccccc23)CC1	10	2	0	0	3	-4	0.7	4	0
O=C(O)CCC(=O)Nc1ccc(Br)cc1C(=O)c1ccccc1	5	-5	5	5	-4	-7	0.5	0	0
Cc1cc(=O)oc(C)c1C(=O)Nc1c(C)n(C)n(-c2ccccc2)c1=O	-1	6	0	-2	10	-2	0.4	-13	1
CCOC(=O)C1CCN(C(=O)COc2ccc(S(=O)(=O)N3CCOCC3)cc2)CC1	22	-6	-6	-6	-3	-2	0.7	-2	2
COC(=O)c1cccc(NC(=O)Cn2nnc3ccccc32)c1	-4	14	-3	2	19	-9	0.8	-10	2
Cc1cc(C)n2nc(C(=O)N/N=C/c3ccccc3C)nc2n1	2	2	11	3	-3	1	0.3	1	1

(further entries)
molecule	CHRM5 antagonist	M4 PAM	CHRM5 PAM	M5 ag	M1 PAM parental	CHO-K1 Ca antag	M1 ag parental	CHRM4 antagonist	M4 ag
OCC[C@H]1C[C@@H](O)[C@H](O)[C@]2(Cc3ccccc3CO2)O1	11	9	-4	3	12	-17	1.1	-3	0
C/C(=N\NC(=O)c1nnn(-c2nonc2N)c1CN(C)c1ccccc1)c1cccc(O)c1	-3	2	-6	-4	6	-14	1.5	-25	8
Cc1nnc2ccc(-c3cccc(NS(=O)(=O)c4ccccc4Cl)c3)nn12	3	15	0	0	7	-21	0.4	-4	1
O=C(NC1CC1)C1=C[C@@H](c2coc3ccccc3c2=O)C[C@@H](OCCCCO)O1	5	-13	-3	-1	-6	-10	-0.5	-5	2
CN1C(=O)c2cccc(NCCCN3C(=O)c4ccccc4C3=O)c2C1=O	5	12	3	2	-2	-14	0.9	-12	1
O=C(/C=C/c1cccnc1)c1ccccc1O	-9	2	7	-5	-6	-8	1.5	-11	4
CC(C)NC(=O)Cn1c(=O)c2c(ncn2Cc2ccccc2)n(Cc2ccccc2)c1=O	10	1	-2	-1	-7	10	0.4	6	0
O=C(CCNS(=O)(=O)c1ccc(Br)cc1)NC1CCC(O)CC1 (centres undefined)	-8	8	4	2	2	10	-0.7	0	0
Cc1c(N2C(=O)c3ccc(Br)cc3C2=O)c(=O)n(-c2ccccc2)n1C	4	-8	-3	-15	14	-2	0.1	7	0
O=C(Nc1nncs1)c1ccc(N2C(=O)C3C4C=CC(C4)C3C2=O)cc1 (centres undefined)	8	-4	-4	-2	14	-11	2.7	2	2
COC(=O)CCCC[C@@H]1O[C@H](CCc2ccccc2)Cc2[nH]c(=S)[nH]c(=O)c21	7	-1	-13	5	-2	-10	2.8	-6	11
CC1(C(=O)NS(=O)(=O)c2ccccc2)CCN1C(=O)C/C=C/c1ccccc1 (centres undefined)	-6	5	4	2	15	-11	0.4	-12	1
COc1cc(C(=O)C(=O)c2ccc(O)c(OC)c2)ccc1O	8	-4	-2	-2	11	-8	0.3	5	-1

2 records picked at random from the list so far, as already listed:
molecule	CHRM5 antagonist	M4 PAM	CHRM5 PAM	M5 ag	M1 PAM parental	CHO-K1 Ca antag	M1 ag parental	CHRM4 antagonist	M4 ag
O=C(NC1CC1)C1=C[C@@H](c2coc3ccccc3c2=O)C[C@@H](OCCCCO)O1	5	-13	-3	-1	-6	-10	-0.5	-5	2
CC(C)NC(=O)Cn1c(=O)c2c(ncn2Cc2ccccc2)n(Cc2ccccc2)c1=O	10	1	-2	-1	-7	10	0.4	6	0

High-throughput results as filed in PubChem.
